Screening data (PubChem)
CR mimetic SO: reduction of superoxide in aged yeast, primary screen, HTS; S. cerevisiae aged cells, superoxide DHE fluorescence; active compounds read low; superoxide response (% of plate mean), % at 10 µM; 0.18% of 330,000 active;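 active = superoxide response under a set limit, about three screen SD below normal, cut at about 65% in these data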;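 also: yeast aged for seven days with compound at 30 °C before DHE staining; 100% = average MFI of all compound-treated wells on the plate with controls excluded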
VLA-4 inh: inhibition in human VLA-4 binding assay, primary screen, VLA-4 allosteric modulator project, MLPCN library, flow cytometry, VLA-4 expressing cells | Integrin alpha-4 (Homo sapiens), P13612 | ligand binding flow cytometry | inhibition, % (about 7 µM as worked out from the volumes in the protocol) | 0.2% of 330,000 active | AID 2557, 2010; in the data active = inhibition above about 50%
GLD-1 RNA inh: GLD-1/TGE RNA complex disruptors, primary screen, biochemical, fluorescence polarization. inhibition, % at 5.96 µM. 0.44% of 320,000 active. Female germline-specific tumor suppressor gld-1 (Caenorhabditis elegans), Q17339. purified GLD-1 + fluorescein TGE RNA;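 active = percent inhibition above a per-plate cutoff, the plate mean of test compounds plus 3 SD, cut at about 30% in these data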;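 also: 0% = DMSO wells with GLD-1 and probe and 100% = wells lacking GLD-1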
GRK2 aptamer HTS: compounds blocking aptamer binding on GRK2 – biochemical, human GRK2, bead flow cytometry, HTS, primary screen; Beta-adrenergic receptor kinase 1 (Homo sapiens), P25098; FAM-aptamer displacement from GRK2; inhibition of aptamer binding, % at 10 µM; 0.59% of 330,000 active;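 active = inhibition of aptamer binding above 40%, roughly 3 SD of noise, on plates passing a quality check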;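 also: median bead fluorescence of bound FAM aptamer so fluorescent compounds give negative values; no value below 0 was filed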
Target sequence (P25098 whole entry, looked up): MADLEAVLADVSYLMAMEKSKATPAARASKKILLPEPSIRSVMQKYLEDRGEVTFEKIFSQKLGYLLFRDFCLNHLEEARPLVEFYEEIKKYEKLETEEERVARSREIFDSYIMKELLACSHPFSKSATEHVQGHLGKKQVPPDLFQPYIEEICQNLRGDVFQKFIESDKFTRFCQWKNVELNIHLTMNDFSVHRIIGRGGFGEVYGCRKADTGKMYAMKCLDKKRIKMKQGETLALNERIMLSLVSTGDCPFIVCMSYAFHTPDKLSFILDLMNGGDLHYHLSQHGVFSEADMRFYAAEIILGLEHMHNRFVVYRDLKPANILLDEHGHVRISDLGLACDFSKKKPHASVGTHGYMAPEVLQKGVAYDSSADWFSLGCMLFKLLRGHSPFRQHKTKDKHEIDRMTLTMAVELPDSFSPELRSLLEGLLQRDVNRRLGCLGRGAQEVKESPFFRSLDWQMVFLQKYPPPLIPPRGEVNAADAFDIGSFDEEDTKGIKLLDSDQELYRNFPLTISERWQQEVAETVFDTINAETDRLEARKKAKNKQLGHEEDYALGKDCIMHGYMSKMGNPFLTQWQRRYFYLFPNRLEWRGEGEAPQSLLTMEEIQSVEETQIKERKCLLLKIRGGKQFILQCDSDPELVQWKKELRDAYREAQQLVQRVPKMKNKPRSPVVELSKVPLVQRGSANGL
MCL1-BIM inh: inhibitors of MCL1 binding to BIM-BH3, primary screen, biochemical, fluorescence polarization | GST-MCL1 / FITC-Bim-BH3 fluorescence polarization | inhibition, % at 10.9 µM | 0.68% of 320,000 active | AID 2057, 2009;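 active = inhibition above the mean inhibition of all tested compounds plus 3 SD, set per campaign, cut at about 40% in these data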;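 also: 0% = DMSO wells and 100% = unlabeled Bim-BH3 peptide control; higher means more loss of mP so more displacement of Bim peptide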
Target sequence (Q07820 whole entry, looked up): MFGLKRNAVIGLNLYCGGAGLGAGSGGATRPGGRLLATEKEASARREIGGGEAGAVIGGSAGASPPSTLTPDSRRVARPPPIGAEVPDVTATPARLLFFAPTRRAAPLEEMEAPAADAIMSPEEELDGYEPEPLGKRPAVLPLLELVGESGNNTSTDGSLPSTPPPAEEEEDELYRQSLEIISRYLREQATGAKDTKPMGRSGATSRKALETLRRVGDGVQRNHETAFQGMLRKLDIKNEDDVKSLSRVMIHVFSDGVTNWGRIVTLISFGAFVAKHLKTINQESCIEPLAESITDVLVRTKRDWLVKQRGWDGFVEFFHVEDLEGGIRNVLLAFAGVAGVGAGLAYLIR
MEX-5 binding: MEX-5 zinc finger RNA-binding disruptors – biochemical, C. elegans, fluorescence polarization, MLPCN library, primary screen. 0.38% of 300,000 active. activity score (negative = inhibition of binding), % at 10 µM. MEX-5/FITC-TCR2 RNA binding; active compounds read low;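 active = inhibition past about -25% in most replicates, and total fluorescence under double the plate's negative control median, limit read from the data; inconclusive = replicates evenly split on the limit, or fluorescence at least double controls; inactive = too little inhibition in most replicates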;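 also: 0% = DMSO and -100% = 5 µM competing unlabeled TCR2 RNA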
CIT2 TOR yeast: modulators of CIT2-GFP expression in yeast, primary screen, S. cerevisiae, GFP fusion, multiplex flow cytometry, MLPCN library; S. cerevisiae CIT2-GFP strain, 3 h; 100 means same as DMSO wells; 0.065% of 320,000 active; AID 2029, 2009; GFP response vs DMSO, % at 10 µM;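 active = GFP response relative to DMSO above a set limit, near the screen mean plus 3 SD, cut at about 150% in these data; inconclusive = Fewer than 70 cells measured for a yeast strain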;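 also: ratio of well median GFP fluorescence to mean of DMSO wells on the plate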
AGP1-GFP MLPCN: modulators of AGP1-GFP expression in yeast TOR pathway, primary screen, cell-based, multiplex flow cytometry, S. cerevisiae, MLPCN library | 3 h; GFP as percent of DMSO wells | GFP response vs DMSO, % at 10 µM | 0.02% of 320,000 active | AID 2066, 2009;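 active = GFP response relative to DMSO above a set limit, near screen average plus 3 SD, cut at about 150% in these data; inconclusive = fewer than 70 cells counted for the yeast strain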;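 also: median GFP channel fluorescence of the gated AGP1 strain per well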
Bcl-xL primary: inhibitors of human Bcl-xL, primary screen, biochemical, fluorescence polarization, HTS. Bcl-2-like protein 1 (Homo sapiens), Q07817. GST-Bcl-xL / FITC-Bim BH3 peptide fluorescence polarization. inhibition, % at 10.9 µM. 0.7% of 320,000 active;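 active = inhibition above the mean of all tested compounds plus 3 SD, cutoff set per campaign, cut at about 30% in these data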;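 also: 0% = DMSO wells and 100% = unlabeled Bim-BH3 peptide competitor; inhibitors lower millipolarization by displacing the labeled peptide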
The depositor's hits bear a star; ? = inconclusive; . = no result given; [ ] = another dose, or the depositor's remark. Not a hit list (roughly 2.1% active in at least one column).

SMILES | CR mimetic SO | VLA-4 inh | GLD-1 RNA inh | GRK2 aptamer HTS | MCL1-BIM inh | MEX-5 binding | CIT2 TOR yeast | AGP1-GFP MLPCN | Bcl-xL primary
CC1=C(C(=O)OCCCBr)C(c2ccc3c(c2)OCO3)NC(=O)N1 (centres undefined) | 104 | -6 | 6 | 0 | 8 | -0.3 | 103 | 103 | -1
CN=C1SC(CC(=O)Nc2sc3c(c2C#N)CCCC3)C(=O)N1C (centres undefined) | 87 | 14 | 8 | 2 | 12 | 0.4 | 98 | 110 | 2
O=c1n(Cc2ccccc2F)c2ccccc2n1Cc1ccccc1F | 107 | -2 | -1 | 0 | 6 | 0.7 | 102 | 112 | 7
O=S(=O)(c1ccccc1)n1cc(-c2ccccn2)c(N2CCOCC2)n1 | 134 | 0 | 4 | 1 | 1 | -2.9 | 112[may fluoresce red] | 101[may fluoresce red] | -4
Cc1ccc(Cl)cc1N1CCN(S(=O)(=O)c2cccc(S(=O)(=O)N3CCCC3)c2)CC1 | 105 | 17 | 9 | 0 | 12 | 1.5 | 104 | 100 | 6
Cc1ccc(NC(=O)c2ccc(OC(=O)C(C)Oc3ccc(Cl)cc3C)cc2)cc1 (centres undefined) | 95 | 19 | 1 | 0 | 7 | -1.8 | 102 | 100 | 1
CC(=O)c1ccc(-c2cc([C@H]3[C@H]4C=CC[C@@H](C)[C@@H]4C(=O)N3Cc3ccccc3)ccc2F)cc1 | 99 | -3 | 6 | 0 | -3 | -1.0 | 100 | 105 | 2
COc1ccc(CCN2C(=O)CC(C(C)c3ccccc3)C2=O)cc1OC (centres undefined) | 95 | 2 | 5 | 0 | 1 | 0.7 | 97 | 99 | 5
CCSC1=C(C#N)C(=O)n2c1cc1c2CCCC1 | 89 | -67 | 21 | 5 | 20 | -3.8 | 75 | 98 | 27
COCC1CCCN(Cc2cn(-c3ccccc3)nc2-c2ccc3c(c2)OCO3)C1 (centres undefined) | 102 | 2 | -1 | 1 | 8 | 1.1 | 91 | 97 | -1

Part of the list above in a different format.
mol,CR mimetic SO,VLA-4 inh,GLD-1 RNA inh,GRK2 aptamer HTS,MCL1-BIM inh,MEX-5 binding,CIT2 TOR yeast,AGP1-GFP MLPCN,Bcl-xL primary
O=c1n(Cc2ccccc2F)c2ccccc2n1Cc1ccccc1F,107,-2,-1,0,6,0.7,102,112,7
O=S(=O)(c1ccccc1)n1cc(-c2ccccn2)c(N2CCOCC2)n1,134,0,4,1,1,-2.9,112[may fluoresce red],101[may fluoresce red],-4

More structures
SMILES | CR mimetic SO | VLA-4 inh | GLD-1 RNA inh | GRK2 aptamer HTS | MCL1-BIM inh | MEX-5 binding | CIT2 TOR yeast | AGP1-GFP MLPCN | Bcl-xL primary
CNC(=O)c1[nH]cnc1C(=O)Nc1cccc(Cl)c1 | 118 | 15 | -2 | 91* | 3 | . | 101 | 87 | 0
COc1cccc(C(=O)Oc2cc(C)[nH]c(=O)c2[N+](=O)[O-])c1 | 131 | -2 | -4 | 6 | 6 | -1.3 | 108 | 103 | 1
Cn1/c(=N\NC(=O)c2ccccc2Cl)sc2ccccc21 | 94 | -1 | 7 | 2 | 3 | 0.6 | 104 | 103 | -1
C=CCn1c(C(CCCC)CC(C)O)n[nH]c1=S (centres undefined) | 90 | 0 | 5 | 0 | -1 | 1.7 | 98 | 97 | -4
Fc1ccc(-n2c(Cc3ccccc3)nnc2SCc2nc(-c3cccs3)no2)cc1 | 100 | 8 | 1 | 24 | -6 | 1.0 | 106 | 114 | -2
CCN(CC)CCNC(=O)COc1ccc(Cl)cc1Cl | 83 | 3 | 2 | 1 | 9 | 1.4 | 100 | 108 | 5
COCCNC(=S)N1CCN(S(C)(=O)=O)CC1 | 110 | 2 | -6 | 2 | 7 | 1.8 | 97 | 103 | -3
COc1ccc(NC(=O)C2CCN(C(=O)Cc3ccccc3)CC2)cc1OC | 110 | -8 | -6 | 1 | 8 | -0.5 | 90 | 91 | 5
COc1ccc(N/C(N)=N/c2nc(C)c(Cc3ccccc3)c(=O)[nH]2)cc1 | 81 | 2 | 2 | 11 | -4 | -3.2 | 68 | 124 | -4
C/C(=N\NC(=O)CN1CCN(Cc2ccccc2)CC1)c1ccncc1 | 105 | 2 | 8 | 0 | 0 | 0.1 | 94 | 99 | 0
Cc1ccc(-n2nnnc2SCC(=O)NC2CCCc3ccccc32)c(C)c1 (centres undefined) | 97 | 3 | -3 | 0 | -3 | 0.0 | 100 | 113 | 0
CCOc1ccc(CCNS(=O)(=O)c2c(C)n[nH]c2C)cc1OCC | 99 | 9 | 3 | 2 | 1 | -0.4 | 101 | 103 | -1
Cc1ccccc1-c1nc(CN2CCC(C(=O)NCCCN3CCCC3)CC2)c(C)o1 | 97 | 6 | 1 | 0 | 6 | 3.3 | 98 | 108 | 5
Cc1ccc(NC(=O)/C(C#N)=C/c2ccccc2C(F)(F)F)cc1 | 108 | 12 | 0 | 0 | 11 | -0.6 | 114 | 103 | 4
Cn1c(=O)c2cc(S(=O)(=O)NCCC(=O)NCc3ccccc3Cl)ccc2n(C)c1=O | 88 | 6 | 8 | 0 | 3 | -2.2 | 99 | 106 | 7
O=C(/C=C/c1c(Cl)nc2ccccn12)N1CCN(c2ccc(F)cc2)CC1 | 112 | -6 | 15 | 0 | 13 | 0.3 | 92 | 94 | 4
CC1(c2nnc(-c3ccncc3)o2)CC(c2cccnc2)=NO1 (centres undefined) | 99 | -5 | 8 | 2 | 12 | -2.0 | 105 | 91 | 5
O=C(CSCc1ccccc1)N1CCN(S(=O)(=O)c2ccc(F)cc2)CC1 | 102 | -5 | -1 | 0 | 6 | -3.5 | 98 | 96 | 5
O=C1OC[C@H]2CCCN2C(=O)[C@@H](CC(=O)N(CCO)Cc2ccccc2)C/C=C\C[C@H]1Cc1ccc(F)cc1 | 114 | -10 | -3 | 1 | . | . | 102 | 72 | .
O=S(=O)(c1ccccc1)N1CCC(O)(CSc2ccc(Cl)cc2)CC1 | 111 | 0 | 10 | 3 | 7 | ? | 106 | 105 | 4
CN1CCN(C2Cc3cc(F)ccc3Sc3ccc(Cl)cc32)CC1 (centres undefined) | 96 | 6 | 10 | 0 | 2 | -0.4 | 97 | 99 | 7
CCC(=O)Nc1ccc(NC(=O)c2ccc3ccccc3c2)cc1 | 104 | -6 | 6 | 0 | 9 | -0.5 | 110 | 108 | 2
Cc1cc(C)c(C)c(S(=O)(=O)Nc2cccc(S(=O)(=O)Nc3ccccc3C(=O)O)c2)c1C | 81 | 7 | 5 | 1 | . | . | 104 | 97 | .
CCOc1ccccc1NC(=O)CSc1nc(N)c(C#N)cc1C#N | 96 | -16 | -22 | 2 | -10 | -0.6 | 101 | 96 | -4
CCN(CC)CCOC(=O)c1ccc(NC(=O)CCCN2C(=O)S/C(=C/c3ccc(OC)cc3)C2=S)cc1 | 130 | -1 | -21 | 0 | 10 | 1.5 | 92 | 92 | 6
C#CCOCCOCCOCCNc1nc(N2CCN(C(=O)CCCCCCCCCCNC(=O)Cn3cc(C[C@@H](C)O)nn3)CC2)nc(N2CCN(C(=O)CCCCCCCCCCNC(=O)Cn3cc(C[C@@H](C)O)nn3)CC2)n1 | 97 | -14 | 6 | 1 | -1 | . | 89 | 94 | 0
OC(CNCc1ccccc1)(c1ccc(F)cc1)c1ccc(F)cc1 | 113 | 4 | 0 | 0 | -6 | 1.0 | 101 | 100 | -4
Cc1cc(O)c(C(C)C)cc1NC(=O)c1ccccc1Cl | 105 | 11 | 3 | 0 | 3 | 1.7 | 87 | 86 | 6
CC1(C)C(c2cccs2)=[N+]([O-])C2(CCCCC/C2=N\O)N1O (centres undefined) | 113 | -4 | 2 | 0 | -14 | 1.3 | 99 | 99 | -7
CC(=O)Nc1ccc(OC(=O)C(CCS(C)(=O)=O)N2C(=O)c3ccccc3C2=O)cc1 (centres undefined) | 138 | -10 | 2 | 0 | 4 | -0.4 | 102 | 93 | 2
COc1ccc(/C=N/n2c(=O)[nH]c3c([nH]c4ccc(F)cc43)c2=O)cc1CN1CCCCC1 | 85 | 15 | 2 | 0 | 2 | -0.7 | 89 | 99 | 8
CCOc1ccc(S(=O)(=O)NCCC(=O)OCC(=O)c2ccc[nH]2)cc1 | 104 | 3 | 4 | 0 | 0 | -3.2 | 93 | 94 | 1
CC(C(=O)Nc1ccccc1C(=O)O)n1c(C(F)(F)F)nc2ccccc21 (centres undefined) | 72 | 36 | -2 | 0 | 0 | 0.8 | 106 | 107 | 2
Cc1ccnc(NC(=O)c2cnc(Cl)c(Cl)c2)c1 | 100 | 3 | 3 | 0 | -23 | -2.6 | 98 | 99 | -2
CC(C)N(c1nnc(N)s1)C(C)C | 97 | 17 | 1 | 3 | 5 | -0.1 | 97 | 99 | 6
CCOC(=O)CSc1nc2cc(OC)ccc2cc1C#N | 107 | 2 | 9 | 5 | 2 | -5.0 | 91 | 98 | 8
O=C(N/N=C/c1ccc(O)cc1)c1cc(-c2ccc3c(c2)OCO3)n[nH]1 | 88 | -2 | 0 | 0 | 3 | -1.8 | 100 | 93 | 6
Cc1cc(C)c(N=C2CCCN2Cc2ccccc2)c(C#N)c1 | 89 | 0 | -5 | 1 | 1 | 1.4 | 93 | 92 | 0
CCCN1C(=O)c2ccccc2NC1c1ccc(O)c(OCC)c1 (centres undefined) | 105 | 11 | -2 | 0 | 2 | 2.3 | 108 | 99 | 4
C=C(C)C(=O)Nc1cccc(C2=NOC3(C2)C[C@@H](C(N)=O)N(C(=O)C(=C)C)C3)c1 (some centres undefined) | 96 | -6 | 2 | 75* | -20 | 0.0 | 104 | 96 | -3
O=C(c1ccccc1Cl)N1CCC(O)(c2cccnc2)CC1 | 112 | -3 | 1 | 1 | 1 | 1.3 | 98 | 93 | 5
Cc1cccc(NC(=O)CCc2ccccc2)c1C | 102 | -7 | 4 | 85* | 14 | 2.0 | 103 | 93 | 5
O=C(COC(=O)c1ccc2ccccc2c1)NCCCc1ccccc1 | 112 | -3 | -1 | 2 | 4 | -1.4 | 107 | 103 | 3
COc1ccc(NC(=O)NNC(=O)c2ccccc2-n2cccc2)cc1OC | 98 | 0 | -5 | 2 | 3 | 0.3 | 94 | 100 | 3
CC1CN(C(=O)c2ccc(CNS(=O)(=O)c3cccc(C(F)(F)F)c3)cc2)CC(C)O1 (centres undefined) | 118 | 7 | -11 | 0 | -7 | -2.2 | 92 | 95 | -2
CN1CCN(CC(=O)Nc2ccc(OC(F)(F)F)cc2)CC1 | 121 | 1 | -6 | 0 | -3 | 1.2 | 104 | 98 | 0
Cc1nnc(NC(=O)CCS(=O)(=O)Cc2ccccc2)s1 | 96 | 2 | 7 | 0 | 4 | 2.1 | 95 | 85 | -1
NC(=O)CC(NC(=O)c1ccc(Cl)cc1)C(=O)NCCc1ccc(S(N)(=O)=O)cc1 (centres undefined) | 92 | -2 | -4 | 0 | -4 | -1.9 | 88 | 95 | -3
